# DDE Tn6 FP inh: disrupts Tn6 cyclic peptide binding to fibrin D-Dimer-E complex; Fibrin DD(E) TRITC-Tn6 fluorescence polarization displacement; inhibition, % at 8.3 µM; 370,000 tested, 0.21% active; P02675;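 active = inhibition above a per-campaign cutoff: mean of compounds within control limits plus 3 SD, cut at about 15% in these data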;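 also: 0% = median of all compound wells on the plate and 100% = blocking peptide control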
# ASAP1 GAP inh: blocks human ASAP1-stimulated Arf1 GTP hydrolysis; GDP FP detection; inhibition, % at 16.5 µM; 360,000 tested, 0.19% active; AID 624377; in the data active = inhibition above about 25%;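 also: 0% = vehicle with enzyme and substrate and 100% = no enzyme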
# PLC-gamma1 inh: blocks human PLC-gamma1 enzyme activity. P19174. inhibition, % at 12.2 µM. AID 720700. 370,000 tested, 0.84% active. purified PLC-gamma1, fluorogenic substrate, fluorescence; in the data active = inhibition above about 9.5%
# Target sequence (P19174 whole entry, looked up): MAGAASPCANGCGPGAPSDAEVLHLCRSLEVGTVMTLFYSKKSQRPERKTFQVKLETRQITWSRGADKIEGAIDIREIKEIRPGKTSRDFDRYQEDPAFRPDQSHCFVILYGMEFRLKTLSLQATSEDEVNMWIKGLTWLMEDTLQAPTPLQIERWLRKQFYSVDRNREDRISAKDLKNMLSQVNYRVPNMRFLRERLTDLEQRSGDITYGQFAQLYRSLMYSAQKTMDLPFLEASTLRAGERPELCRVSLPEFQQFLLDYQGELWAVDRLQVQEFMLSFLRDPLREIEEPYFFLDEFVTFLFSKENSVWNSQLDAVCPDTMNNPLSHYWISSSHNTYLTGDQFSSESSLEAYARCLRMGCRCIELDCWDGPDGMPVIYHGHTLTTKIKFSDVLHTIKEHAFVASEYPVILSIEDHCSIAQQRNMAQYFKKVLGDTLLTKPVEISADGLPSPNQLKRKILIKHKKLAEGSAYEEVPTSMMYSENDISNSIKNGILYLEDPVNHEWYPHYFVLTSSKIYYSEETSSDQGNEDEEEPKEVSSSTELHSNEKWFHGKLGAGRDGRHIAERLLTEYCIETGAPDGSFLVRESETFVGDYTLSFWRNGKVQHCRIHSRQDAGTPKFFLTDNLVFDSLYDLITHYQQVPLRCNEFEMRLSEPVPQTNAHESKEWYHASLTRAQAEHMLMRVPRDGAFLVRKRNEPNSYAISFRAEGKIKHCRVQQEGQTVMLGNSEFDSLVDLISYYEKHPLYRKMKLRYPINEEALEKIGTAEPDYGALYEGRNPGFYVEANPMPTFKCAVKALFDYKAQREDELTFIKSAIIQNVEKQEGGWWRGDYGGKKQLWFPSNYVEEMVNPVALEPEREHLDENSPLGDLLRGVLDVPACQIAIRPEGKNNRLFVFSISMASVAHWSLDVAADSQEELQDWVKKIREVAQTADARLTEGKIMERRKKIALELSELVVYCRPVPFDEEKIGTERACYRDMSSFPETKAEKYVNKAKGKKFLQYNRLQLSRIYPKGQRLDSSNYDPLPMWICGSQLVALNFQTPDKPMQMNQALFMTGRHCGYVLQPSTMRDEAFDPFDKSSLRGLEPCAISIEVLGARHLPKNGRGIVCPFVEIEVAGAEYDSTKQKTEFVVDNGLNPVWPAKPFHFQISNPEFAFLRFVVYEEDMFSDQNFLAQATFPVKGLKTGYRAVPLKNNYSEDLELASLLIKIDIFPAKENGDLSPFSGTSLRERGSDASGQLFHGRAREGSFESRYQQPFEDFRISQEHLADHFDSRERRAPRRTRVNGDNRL
# ADAM17 inh: inhibitors of human ADAM17; recombinant ADAM17, EDANS/DABCYL FRET peptide cleavage; inhibition, % at 6.95 µM; 370,000 tested, 0.83% active; AID 720648;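 active = inhibition above the mean of compounds lying between control limits plus 3 SD, set per campaign, cut at about 8.5% in these data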;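 also: 0% = DMSO-only wells as the low control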
# KLK7 zymogen act: activators of human kallikrein-7 zymogen; P49862; purified proKLK7, EDANS-DABCYL substrate fluorescence; 100% is mature enzyme control, 0% vehicle; activation, % at 7 µM; 370,000 tested, 0.9% active; AID 652039;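 active = activation above the mean of all tested compounds plus 3 SD, computed per campaign excluding outliers beyond control limits, cut at about 13% in these data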
# MBD2 inh: MBD2-methylated oligo binding inhibition. TR-FRET, MBD2 binding to methylated oligonucleotide. inhibition, % at 4.4 µM. 370,000 tested, 0.31% active. AID 686964; in the data active = inhibition above about 13%
# UHRF1 binding: UHRF1 methyl-DNA binding inhibition; UHRF1 binding to methylated oligo, TR-FRET; AID 687016; inhibition, % at 4.4 µM; Q96T88; 370,000 tested, 0.75% active; in the data active = inhibition above about 21%;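 also: UHRF1 SRA domain binding a hemimethylated CpG hairpin DNA probe; 0% = median of test compound wells and 100% = reference inhibitor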
# ARFGAP1 inh: inhibits rat ARF GTPase activating protein 1 | Arfgap1-stimulated ARF1 GTP hydrolysis, GDP FP detection | inhibition, % at 16.5 µM | 360,000 tested, 0.26% active;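 active = inhibition above a per-plate limit, mean inhibition of low control wells plus 3 SD, cut at about 25% in these data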;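 also: 0% = DMSO wells with enzyme and 100% = wells lacking Arfgap1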
#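 Material: truncated rat Arfgap1 GAP domain; Incubation: compound-enzyme preincubation 20 min, reaction 120 min, detection 60 min, 25 °C; Read-out: percent inhibition of Arfgap1-stimulated GTP hydrolysis; Technique: FP, GDP Alexa 633 tracer displaced from anti-GDP antibody, 620/688 nm; Controls: No-Arfgap1 wells (100%) versus DMSO full-reaction wells (0%); Replication: single well per compound.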
# Tn7 DDE FP: inhibitors of Tn7 peptide binding to human fibrin DD(E); P02675; FP displacement of FITC-Tn7 peptide from fibrin DD(E); 0% = median of compound wells per plate; inhibition, % at 8.3 µM; 370,000 tested, 0.13% active; AID 720508;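 active = inhibition above the mean of compounds falling within the control limits plus 3 SD of them, cut at about 14% in these data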;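 also: 0% = plate median of compound wells and 100% = 10 µM Aha-Tn7 peptide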
#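 System: human fibrin DD(E); quantity: Fibrin-DD(E) at 2 µM final; also added: fluorescent Tn7 probe at 0.1 µM; compound dosing: single nominal test concentration of 8.3 µM per compound; schedule: 10 min preincubation, 3 h with tracer, room temperature; detection: fluorescence polarization of the labelled Tn7 tracer; repeats: one replicate per compound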
# PLC-beta3 inh: inhibitors of human phospholipase C beta3. Purified PLC-beta3, fluorogenic substrate, fluorescence. Q01970. inhibition, % at 12.2 µM. 370,000 tested, 0.18% active; in the data active = inhibition above about 11%;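 also: 0% = median of compound wells on plate and 100% = full blocker control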
# An asterisk follows results filed as active. Compounds were not picked by outcome. Share with any hit: about 4.1%.
SMILES,DDE Tn6 FP inh,ASAP1 GAP inh,PLC-gamma1 inh,ADAM17 inh,KLK7 zymogen act,MBD2 inh,UHRF1 binding,ARFGAP1 inh,Tn7 DDE FP,PLC-beta3 inh
Cc1ccc2c(c1)-n1c(nc3ccccc3c1=O)C(CC(C)C)NC2=O (stereo not given),3,3,0,-5,0.2,-6,-1,13,-6,4
COc1ccccc1N1CCN(C2CCCN(Cc3cccc(O)c3)C2)CC1 (stereo not given),10,-5,-7,-1,-0.3,0,-2,4,3,-5
O=C(COc1ccc2ccccc2c1)Nc1cccc(C(=O)Nc2ccccc2C(=O)O)c1,-5,11,-10,5,0.8,-3,-4,12,-4,-12
CSc1c(C#N)c(N)nc2sc(C(=O)c3ccccc3)c(N)c12,8,2,-56,-1,-0.3,-5,-3,1,-2,-75
COCC(=O)Nc1ccc(OCc2ccccc2)cc1,3,3,1,2,-0.9,-1,1,3,-2,3
CCOc1cc(NC(=S)NCCCN2CCOCC2)c(OCC)cc1NC(=O)c1cccs1,7,8,4,-1,-0.5,2,0,-1,-5,0
O=C(Nc1cccc2ccccc12)C12CC3CC(C1)CC(n1cnc([N+](=O)[O-])n1)(C3)C2,3,2,2,-3,0.5,-2,-5,2,1,3
COc1cc(NS(=O)(=O)c2ccc(NC(=S)NC(C)=O)cc2)nc(OC)n1,-6,-2,16*,2,0.1,-5,3,-5,-1,14*
O=C(CC(C(=O)O)P(=O)(c1ccccc1)c1ccccc1)c1ccccc1 (stereo not given),-5,-12,-2,-1,0.8,-2,1,0,-11,3
c1ccc(Cn2nnc3c(NCC4CCCO4)nc(C4CC4)nc32)cc1 (stereo not given),6,-7,6,0,-0.2,-7,-1,-2,2,-4
O=C(Nc1cccc(Cl)c1Cl)C1CC(=O)N(c2ccc(Br)cc2)C1 (stereo not given),4,-1,9,4,0.7,-4,0,-6,-6,2
O=C(CC1C(=O)NCCN1Cc1ccc(F)cc1Cl)NC1CCCCCCC1 (stereo not given),-2,-13,-3,-6,-0.3,-4,1,15,-3,-14

# Part of the list above in order of molar mass, smallest number first:
SMILES,DDE Tn6 FP inh,ASAP1 GAP inh,PLC-gamma1 inh,ADAM17 inh,KLK7 zymogen act,MBD2 inh,UHRF1 binding,ARFGAP1 inh,Tn7 DDE FP,PLC-beta3 inh
COCC(=O)Nc1ccc(OCc2ccccc2)cc1,3,3,1,2,-0.9,-1,1,3,-2,3
CSc1c(C#N)c(N)nc2sc(C(=O)c3ccccc3)c(N)c12,8,2,-56,-1,-0.3,-5,-3,1,-2,-75
c1ccc(Cn2nnc3c(NCC4CCCO4)nc(C4CC4)nc32)cc1 (stereo not given),6,-7,6,0,-0.2,-7,-1,-2,2,-4
O=C(Nc1cccc(Cl)c1Cl)C1CC(=O)N(c2ccc(Br)cc2)C1 (stereo not given),4,-1,9,4,0.7,-4,0,-6,-6,2
CCOc1cc(NC(=S)NCCCN2CCOCC2)c(OCC)cc1NC(=O)c1cccs1,7,8,4,-1,-0.5,2,0,-1,-5,0

# Following part.
SMILES,DDE Tn6 FP inh,ASAP1 GAP inh,PLC-gamma1 inh,ADAM17 inh,KLK7 zymogen act,MBD2 inh,UHRF1 binding,ARFGAP1 inh,Tn7 DDE FP,PLC-beta3 inh
O=C(O)C1NCCc2ccccc21 (stereo not given),0,4,1,-1,-0.2,1,0,1,3,3
Cc1ccc(C)c(NC(=O)c2cc(-c3cccnc3)nc3ccccc23)c1,3,1,3,-4,0.1,6,-2,10,1,-4
O=c1c2ccccc2ncn1CCCCOc1ccccc1F,1,-3,-1,-1,0.1,1,-2,0,7,-5
COc1ccccc1CNC(=O)CN1C(=O)COc2ccc(S(=O)(=O)N3CCCCC3)cc21,0,10,0,1,0.0,2,2,7,-3,-4
Cc1c(-c2ccc(/C=N/NC(=O)C(=O)Nc3ccccc3F)o2)cccc1[N+](=O)[O-],1,0,-2,-4,-0.1,2,5,14,1,-2
COc1ccccc1N1C(=NC(=O)COc2ccccc2)SC2CS(=O)(=O)CC21 (stereo not given),2,-5,-1,-3,-0.4,1,-1,-3,-6,-5
NC1=NC2(CCCCC2)N(c2ccc(F)cc2)C(N)=N1,3,-3,-1,-2,-0.1,3,0,6,-3,1
COc1ccc(-n2c(SCC(=O)N3CCCCC3)nnc2-c2cccnc2)cc1,-2,4,0,-4,0.0,-1,0,19,-4,4
CCOC(=O)C1=NN(c2ccccc2)C2(S1)SC(C(C)=O)=C(C)N2c1ccccc1 (stereo not given),-1,-9,2,-2,-0.8,1,-2,0,7,3
Cc1cc(C)c(S(=O)(=O)NCc2ccncc2)c(C)c1,-2,6,1,2,0.0,2,-2,11,0,4
COCCN1CCn2c(nc3cc(NC(C)=O)ccc32)C1,-6,-7,-190,-120,-5.6,-8,-6,19,4,-274
O=C1CSC(c2ccccc2F)N1c1ccccc1 (stereo not given),-4,1,0,-5,-0.1,3,9,11,0,2
Cc1ccccc1Cn1ccc(NC(=O)c2onc(C)c2Cl)n1,12,-2,1,-1,0.6,-4,0,4,-3,0
CC(OC(=O)c1ccc(NC(=O)CC#N)cc1)C(=O)NC(=O)NC1CCCCC1 (stereo not given),-5,16,-4,1,0.8,-7,-3,-10,-2,-11
CCCCC1C(=O)N(c2ccccc2)N(c2ccc(O)cc2)C1=O (stereo not given),4,-1,-3,-2,-0.5,-1,-2,3,-5,-12
CCC(C)[C@H](NC(=O)N1CC(=O)Nc2ccccc21)C(=O)N[C@@H](C(=O)O)c1ccccc1 (stereo not given in full),4,4,0,-4,0.5,-3,-2,7,2,-13
COC(=O)c1c(NC(=O)C(C)(C)C)sc2c1CCN(Cc1ccccc1)C2,2,-3,-5,-1,0.0,-1,-1,-12,0,-4
O=C(N/N=C/c1cc(Br)cs1)c1ccccc1[N+](=O)[O-],-3,8,2,-5,-0.4,3,-1,2,7,3
CCOc1ccc(-c2n[nH]c(C)c2Oc2ccccc2OC)c(O)c1,-1,2,9.6*,8,-0.3,5,2,3,-2,3
CCOC(=O)C1(CCOc2ccccc2)CCN(CC(O)CO)CC1 (stereo not given),1,-6,2,-2,-0.6,8,2,-3,-2,-6
CC(=O)Nc1ccc(OCC(O)CN2CCN(c3ccc(F)cc3)CC2)cc1 (stereo not given),6,6,-2,-4,-0.3,-2,0,-15,2,-5
O=C(NC1CCCC1)C1CCN(S(=O)(=O)c2cccc3cccnc23)CC1,1,-11,2,1,-0.4,-4,1,1,5,6
COc1cc(/C=C/C(=O)OCC(=O)Nc2ccc3c(c2)OCCO3)ccc1O,2,0,-46,-15,1.1,4,-2,8,-2,-46
CCN1C(=O)[C@H]2[C@@H](c3ccc(OC)cc3)N[C@]3(CCCN(CC4CCCCC4)C3=O)[C@H]2C1=O,-8,-1,-4,-3,-0.5,3,1,6,0,1
Nc1ncnc(Sc2ncccn2)c1[N+](=O)[O-],2,-2,7,1,-0.1,-3,-4,-1,2,3
CC1CC(C)CN(C(=O)CCNC(=O)Cn2ccc3ccccc3c2=O)C1 (stereo not given),5,10,-2,-2,0.1,-6,-1,3,-3,-5
COc1ccc(S[C@@H](CCN2CC[C@H](NC(=O)OCc3ccccc3)CCC2=O)c2ccccc2)cc1,2,2,5,5,0.2,-4,0,1,-4,-3
COc1cccc(C(=O)NC2CC(C)(C)NC(C)(C)C2)c1OC,6,1,4,4,0.4,-1,-1,1,-8,-1
CCc1nc2ccc(C(=O)NCCCN3CCCC3=O)cn2c1N(CC)CCN(C)C,-5,-16,1,2,-0.1,-8,-2,-7,1,-8
Cc1nc(C)c(-c2csc(Nc3ccc(O)cc3C)n2)s1,1,4,2,0,0.5,0,-2,-10,1,-8
COCCCN1C(=O)C(CC(=O)NCc2cccs2)CC(C(=O)N(C(C)C)C(C)C)=C1C (stereo not given),6,-3,4,1,-0.4,-6,8,5,3,3
Cc1occc1C(=O)NCc1cccs1,-3,6,-2,-4,-0.1,8,4,8,2,-1
CNCCCCOc1ccccc1-c1ccccc1,6,-1,0,3,1.3,-2,-1,-6,0,-1
O=C(Nc1ccc2[nH]c(=O)[nH]c2c1)c1ccc([N+](=O)[O-])o1,-5,-6,-4,0,0.7,-7,-2,-5,-7,-12
CN1CCN(CCC(=O)Nc2ccc(OCc3ccccc3)cc2)CC1,-2,-15,2,-2,0.2,0,-4,-6,-5,1
CCCc1[nH]nc2c1C(CCc1ccccc1)C(C#N)=C(N)O2 (stereo not given),2,-16,-18,-3,-0.5,-3,-8,12,-6,-22

# Reformatted bar-delimited: entries from further up.
mol | DDE Tn6 FP inh | ASAP1 GAP inh | PLC-gamma1 inh | ADAM17 inh | KLK7 zymogen act | MBD2 inh | UHRF1 binding | ARFGAP1 inh | Tn7 DDE FP | PLC-beta3 inh
O=C(CC1C(=O)NCCN1Cc1ccc(F)cc1Cl)NC1CCCCCCC1 (stereo not given) | -2 | -13 | -3 | -6 | -0.3 | -4 | 1 | 15 | -3 | -14
O=C(O)C1NCCc2ccccc21 (stereo not given) | 0 | 4 | 1 | -1 | -0.2 | 1 | 0 | 1 | 3 | 3

# (next part)
SMILES,DDE Tn6 FP inh,ASAP1 GAP inh,PLC-gamma1 inh,ADAM17 inh,KLK7 zymogen act,MBD2 inh,UHRF1 binding,ARFGAP1 inh,Tn7 DDE FP,PLC-beta3 inh
O=C(Nc1nc2c(s1)CCCC2)c1ccc(S(=O)(=O)N2CCCc3ccccc32)cc1,0,4,-9,4,-5.2,4,1,4,4,-34
Cn1c(SCC(=O)N2c3ccccc3CCc3ccccc32)nnc1-c1cc2ccccc2cc1O,-6,9,-44,3,-5.2,-2,-1,6,-1,-52
NC(CSC1(c2ccc(F)cc2)c2ccccc2-c2ccccc21)C(=O)O (stereo not given),8,-2,1,0,-0.1,-2,-1,17,-3,-1
CC(C)(C)c1ccc(NC(=O)CSc2n[nH]c(=O)n2-c2cccnc2)cc1,-5,2,1,1,0.2,2,2,9,-3,-3
O=C(c1ccc(NS(=O)(=O)c2cccc(F)c2)cc1)N1CCCCC1,8,-4,0,2,0.0,0,0,-4,3,-8
Cc1ccccc1NC(=O)CCC(=O)N/N=C/c1ccncc1,4,2,1,-3,-0.5,8,4,16,1,-2
Cc1coc2c(C)c3oc(=O)c(CCC(=O)NCCCN4CCCC4=O)c(C)c3cc12,5,9,-155,-68,5.2,2,4,-7,6,-204
Cc1cc(C)c(S(=O)(=O)NN=C2c3ccccc3[C@H]3Cc4csc[n+]4[C@@H]23)c(C)c1,-3,9,-12,-4,0.2,-6,-1,6,0,-19
O=S1(=O)CC(O)C(Nc2ccccc2)C1 (stereo not given),3,10,4,1,-0.2,0,-1,-6,-9,2
COC(C/C=C\[C@H](O)[C@H](C)OCc1ccccc1)OC,13,-11,0,-1,-0.1,2,0,-6,-4,-3
O=S(=O)(c1cccs1)N1CCC(Cc2ccccc2)CC1,-1,11,4,2,0.1,-5,-1,-1,-1,3
Cc1ccc(C)c(S(=O)(=O)N2CCN(C(=O)c3ccc(N4CCCC4)c([N+](=O)[O-])c3)CC2)c1,0,13,-2,4,0.5,-3,0,2,2,-3
CCn1c(SCC(=O)N2CCCc3ccccc32)nc2cccnc21,2,-2,-1,0,-0.3,6,0,6,-2,-3
COc1ccc(C(=O)Nc2ccccc2C(=O)NC(Cc2ccc(O)cc2)C(=O)NNC(=O)c2ccncc2)cc1 (stereo not given),-7,2,0,-2,0.1,-5,1,7,3,-1

# Screens from PubChem BioAssay.
